PLK1 PBD block: PLK1 (human) polo-box domain binding inhibition; Plk1 PBD binding of FITC phosphopeptide, fluorescence polarization; hit rate 2.8% among 360,000; P53350; AID 720504; Potency, µM, for inactives: max response, negative = inhibition, hits mostly inhibitors; note: potency is the fitted concentration of half-maximal effect; series mostly up to about 57 µM; % is set by controls: 0 for no effect and ±100 for the full control effect; nearly all actives have a fitted effect of over 65% in size
Target sequence (P53350 whole entry, looked up, the tested form may be a part): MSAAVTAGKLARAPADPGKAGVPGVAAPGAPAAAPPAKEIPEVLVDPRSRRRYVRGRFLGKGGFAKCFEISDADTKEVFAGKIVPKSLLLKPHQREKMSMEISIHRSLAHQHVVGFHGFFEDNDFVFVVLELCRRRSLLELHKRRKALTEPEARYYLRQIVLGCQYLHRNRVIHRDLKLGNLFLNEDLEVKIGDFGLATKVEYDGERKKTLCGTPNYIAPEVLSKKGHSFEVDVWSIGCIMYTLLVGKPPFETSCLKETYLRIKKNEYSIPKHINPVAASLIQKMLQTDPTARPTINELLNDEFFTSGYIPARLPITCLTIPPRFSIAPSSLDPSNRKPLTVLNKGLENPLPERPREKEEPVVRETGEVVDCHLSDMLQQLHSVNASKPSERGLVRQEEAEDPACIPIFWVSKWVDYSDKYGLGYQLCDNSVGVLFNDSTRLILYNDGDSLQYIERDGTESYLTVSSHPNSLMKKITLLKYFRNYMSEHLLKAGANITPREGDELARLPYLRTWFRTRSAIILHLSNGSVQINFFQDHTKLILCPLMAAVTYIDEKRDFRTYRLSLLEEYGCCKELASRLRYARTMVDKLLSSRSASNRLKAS
EPAC1 antagonist: blocks human EPAC1 exchange factor. Potency, µM (top dose mostly 115 µM), for inactives: at the top dose activity change, negative = inhibition, usual class: inhibitors. AID 720709. hit rate 0.14% among 360,000. EPAC1 GEF assay, Rap1b-BODIPY-GDP exchange fluorescence;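 note: potency is the fitted concentration of half-maximal effect; plate controls were vehicle for no effect and positive control for full effect; nearly all actives have a fitted effect of over 50% in size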
WRN helicase inh: WRN helicase (human) inhibition | Q14191 | WRN helicase unwinding, fluorescent forked duplex, kinetic | Potency, µM (top dose mostly 114 µM), without a hit: at the highest dose activity change, negative = inhibition, most hits filed as inhibitors | hit rate 0.46% among 360,000; note: potency is the fitted concentration of half-maximal effect; % is set by controls: 0 for no effect and ±100 for the full control effect; nearly all actives have a fitted effect of over 55% in size
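WRN at 20 nM final was preincubated with compound for 15 min at room temperature; reaction started with 100 nM forked duplex oligonucleotide carrying fluorophore and quencher plus 2 mM ATP (final). Unwinding followed kinetically by red fluorescence (ex 525/em 598 nm).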
FUS yeast rescue: FUS proteinopathy suppression in yeast; S. cerevisiae FUS-expressing, growth rescue, OD600, 24 h; Potency, µM (titrated, usually from 76.6 µM), for inactives: top-dose growth rescue (activation), actives largely listed as activators; hit rate 0.24% among 390,000; AID 1347120;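 note: potency is the fitted concentration of half-maximal effect; plate controls were DMSO vehicle for no effect and reference control for full effect; nearly all actives have a fitted effect of over 55% in size; some results filed as inactive show a strong effect at the top dose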
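Read-out: OD at 600 nm after 24hr at 30C, reporting rescue of FUS-induced yeast toxicity. Cells at OD 0.005 in galactose (2%) minimal medium; compounds tested in a dilution series; CP55940 titration from 92uM final as control.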
IL-2 act: activators of IL-2. IL-2 activation reporter assay, cell-based qHTS; stimulated with anti-CD3/CD4/CD28 beads; in transgenic mouse T cells. activation, % (series mostly up to about 46 µM). hit rate 0.065% among 360,000. AID 652025; in the data active = activation above about 50%; inconclusive = mostly about 30% to 49%; note: 0% is about no effect
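Quantitative HTS in unstimulated transgenic mouse T cells, with memory T cells as non-tolerant control and PMA/ionomycin as tolerance-bypass control. Compound pretreatment lasted 60 minutes before 18 h bead stimulation; EGFP/DsRed fluorescence read.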
EPAC1 agonist: agonists of human EPAC1; hit rate 0.073% among 360,000; Potency, µM (series often up to 154 µM), without a hit: at the top dose activation, actives largely listed as activators; EPAC1 agonist qHTS, biochemical assay; response scale: 100% = response to 6.5 mM cAMP; note: potency is the fitted concentration of half-maximal effect; nearly all actives have a fitted effect of over 60% in size
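Nucleotide exchange assay: 100 nM EPAC1 with 250 nM Rap1B loaded with BODIPY-GDP and 50 uM GDP, room temperature. Fluorescence (480/540 nm) read every 5 min for 30 min; signal change normalized to 6.5 mM cAMP as full agonist.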
PI5P4Ka inh: PI5P4K alpha (human) kinase inhibition; P48426; PI5P4Kalpha enzyme, ADP-Glo luminescence, 60 min; hits give low values; max response, %; hit rate 1.2% among 330,000; active = max response of -50% or lower; inconclusive = between -30% and -50%; inactive = -30% or higher; note: value at the top dose of about 77 µM; % is set by controls: 0 for no effect and ±100 for the full control effect
Target sequence (P48426 whole entry, looked up): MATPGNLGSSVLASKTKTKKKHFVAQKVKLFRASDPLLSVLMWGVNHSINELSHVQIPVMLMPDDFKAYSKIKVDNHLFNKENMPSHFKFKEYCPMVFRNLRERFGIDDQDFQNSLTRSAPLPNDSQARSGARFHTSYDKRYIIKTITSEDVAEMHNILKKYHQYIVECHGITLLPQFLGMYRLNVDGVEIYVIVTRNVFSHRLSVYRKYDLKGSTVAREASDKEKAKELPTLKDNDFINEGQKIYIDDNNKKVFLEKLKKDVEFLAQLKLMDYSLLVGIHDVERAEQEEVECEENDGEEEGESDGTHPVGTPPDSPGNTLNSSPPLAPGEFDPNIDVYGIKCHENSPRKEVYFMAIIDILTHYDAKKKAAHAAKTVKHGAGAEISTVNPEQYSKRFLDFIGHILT
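Single end-point luminescence (ADP-Glo) quantified ADP from PI5P4Kalpha turnover; ATP 5 microM final, 1 h at RT, 0.1% CHAPS and 0.28 mM EGTA in HEPES pH 7.4.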
Abeta yeast res: compounds reversing amyloid beta toxicity in yeast. yeast expressing A-beta42, growth rescue, OD600, 48 h; response scale: 0% DMSO, 100% iron-clioquinol control. Potency, µM (series often up to 46.1 µM), for inactives: top-dose growth rescue, actives largely listed as activators. hit rate 0.063% among 410,000; note: potency is the fitted concentration of half-maximal effect; nearly all actives have a fitted effect of over 55% in size
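Yeast A-beta toxicity model in growth medium with pinned compounds, 48 h at 30 C; growth read as absorbance at 600 nm. Normalized to FeCl3/clioquinol equimolar mix (positive) and DMSO (negative).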
* = called active by the depositor; ? = inconclusive; . = not tested or not shown; [ ] = another dose, or the depositor's remark. Unless noted, calls come from the whole dose curve; as a rule, active = well fitted curve in the direction sought with a large enough effect; inconclusive = small, poorly fitted or top-dose-only effect, or another doubt; inactive = no such curve, though single readings can be large; an effect the other way counts as inactive or inconclusive.

SMILES | PLK1 PBD block | EPAC1 antagonist | WRN helicase inh | FUS yeast rescue | IL-2 act | EPAC1 agonist | PI5P4Ka inh | Abeta yeast res
O=C(NCC1COCCO1)C1CCN(S(=O)(=O)c2ccccc2)CC1 (stereo unspecified) | -1.1% | 6.6% | 1.7% | 16.0% | 1.2 | -1.7% | . | 12.8%
Cc1noc(C)c1CSCC(=O)OCC(=O)Nc1sccc1C#N | -10.1% | 0.6% | -3.6% | 25.0% | -3.1 | 14.5% | -22.5 | -6.0%
O=C(N/N=C/c1cccc(Br)c1)c1ccc(N2CCCC2=O)cc1 | 26.7µM* | 16.5% | -17.1% | 4.4% | -2.5 | -3.8% | -6.6 | -8.8%
COc1ccc(N2C(=O)C(Cl)=C(N(CCO)Cc3ccccc3)C2=O)cc1 | -3.1% | 1.7% | -10.4% | 9.0% | 3.7 | 2.8% | 0.2 | 15.0%
COC(=O)c1c(C)[nH]c(C)c1-c1ccc(C)cc1 | -3.7% | 9.5% | -11.4% | 5.1% | 0.1 | -0.8% | 11.0 | -12.8%
[O-][N+]1=C2CCC/C(=N\O)C2=NC12CCCCC2 | -2.9% | -5.3% | -3.8% | -8.9% | 0.0 | 1.5% | . | 22.8%
CN(c1ccc(C(=O)NCc2ccccc2)cc1)S(C)(=O)=O | -5.1% | 1.1% | -2.4% | -10.9% | -1.2 | 5.2% | . | 13.8%
Cc1nn(Cc2cccc(C(=O)Nn3cc([N+](=O)[O-])cn3)c2)c(C)c1[N+](=O)[O-] | 1.1% | -5.6% | -5.4% | . | 0.0 | -10.7% | -0.7 | ?
Cc1ccccc1CO/N=C/c1[nH]ncc1Br | 2.1% | -4.4% | -4.7% | 7.3% | 4.3 | -0.2% | 6.8 | 15.3%
CCc1ccc(NC(=O)C(C)Sc2ccc(S(=O)(=O)N3CCN(C)CC3)cn2)cc1 (stereo unspecified) | 2.7% | 18.6% | -1.5% | -11.7% | -0.1 | -0.2% | 6.7 | -2.5%
CN1CCN(S(=O)(=O)c2ccc(NC(=O)Nc3cccc(Cl)c3)cc2)CC1 | 3.8% | 5.9% | -5.8% | 16.0% | 0.3 | 5.1% | 9.6 | 15.6%
CCN1CCCc2cc(CN(CCN3CCOCC3)C(=S)Nc3cccc(OC)c3)ccc21 | -5.5% | -6.3% | -7.4% | 5.7% | 3.9 | 2.4% | 1.2 | -5.4%
CC(C)(C)n1nc(-c2ccc(F)cc2)c2c(N)ncnc21 | 4.2% | 2.2% | -2.6% | -5.9% | -0.2 | 1.1% | -4.0 | -54.1%[inhibitor]
O=C(NCc1n[nH]c(=S)n1-c1cccc(C(F)(F)F)c1)c1ccco1 | -2.3% | -17.7% | -3.0% | 12.4% | -0.1 | -2.6% | -1.9 | -1.3%
COc1ccc(-c2c(C#N)c(SCc3c(C)noc3C)nc3c2C(=O)CC(C)(C)C3)cc1 | -3.2% | -18.6% | -3.2% | . | -0.4 | -8.7% | 15.7 | 8.0%
C1CN(c2nc3nonc3nc2N2CCSCC2)CCO1 | -17.5% | 0.3% | -2.3% | -7.7% | 0.2 | 11.9% | 0.8 | 2.8%
C/C=C/c1ccc(OCC(=O)OCC(=O)NC2CC2)c(OC)c1 | -7.9% | -4.1% | -8.9% | -4.4% | 0.2 | 2.6% | -1.4 | -3.5%
Cc1cc(NC(=O)CSc2nnc(-c3ccncc3)n2Cc2ccccc2)n(-c2ccccc2)n1 | 2.4% | -6.0% | -5.7% | 18.2% | 0.3 | 5.8% | 0.6 | 18.4%
CCOC(=O)c1c(CN2CCNCC2)nc2ccc(Cl)cc2c1-c1ccccc1 | -4.9% | 2.9% | 0.5% | . | 0.7 | -1.2% | -0.5 | 6.9%
COc1cccc(C(=O)N2N=C(c3ccccc3)CC2(O)C(F)(F)F)c1 (stereo unspecified) | 55.3%[activator] | -0.3% | -3.2% | . | -0.5 | 8.6% | 2.6 | -9.5%
O=C(CCCOc1ccc(Cl)cc1Cl)NCCc1nnc2ccccn12 | -12.8% | -8.6% | -3.3% | -10.9% | -1.0 | 6.4% | -3.1 | 2.7%
CCCN(CCC)C(=S)NC(=O)c1ccc(Cl)cc1Cl | -3.6% | 9.7% | 3.5% | 18.8% | -1.7 | 7.2% | . | -16.4%
Cc1cccc(C)c1-n1nnnc1C(c1ccnc2ccccc12)N(Cc1ccccc1)Cc1ccccc1 (stereo unspecified) | 7.6% | -9.9% | -2.6% | -1.9% | -1.1 | -5.4% | 4.6 | 0.9%
COc1ccc(C)cc1NC(=O)C(OC(=O)c1ccc([N+](=O)[O-])o1)c1ccccc1 (stereo unspecified) | 26.7µM* | -9.1% | 1.5% | 40.0% | -3.3 | 2.4% | -14.7 | 17.7%
COCCNC(=O)COC(=O)c1nsc(Cl)c1Cl | 26.7µM* | 6.1% | 9.3% | -9.4% | -2.1 | 1.4% | -9.1 | 0.4%

In a second layout: entries from further up
| SMILES | PLK1 PBD block | EPAC1 antagonist | WRN helicase inh | FUS yeast rescue | IL-2 act | EPAC1 agonist | PI5P4Ka inh | Abeta yeast res |
| --- | --- | --- | --- | --- | --- | --- | --- | --- |
| CCOC(=O)c1c(CN2CCNCC2)nc2ccc(Cl)cc2c1-c1ccccc1 | -4.9% | 2.9% | 0.5% | . | 0.7 | -1.2% | -0.5 | 6.9% |
| C1CN(c2nc3nonc3nc2N2CCSCC2)CCO1 | -17.5% | 0.3% | -2.3% | -7.7% | 0.2 | 11.9% | 0.8 | 2.8% |

(cont.)
SMILES | PLK1 PBD block | EPAC1 antagonist | WRN helicase inh | FUS yeast rescue | IL-2 act | EPAC1 agonist | PI5P4Ka inh | Abeta yeast res
CN(C(=O)COc1cccc(C#N)c1)C1CCS(=O)(=O)C1 (stereo unspecified) | -6.7% | -13.7% | -6.5% | -15.3% | 0.4 | -5.0% | -1.9 | -12.0%
CCc1ccc(NC(=O)c2c(Cl)nc(C)c(Cl)c2C)cc1 | 0.4% | -11.3% | 1.8% | -0.2% | -3.3 | -12.9% | 1.8 | -24.0%
COc1ccc(C2C(C(=O)c3ccco3)=C(O)C(=O)N2CC2CCCO2)cc1OC (stereo unspecified) | -12.8% | 13.1% | 5.6% | 10.1% | -0.4 | 1.3% | -4.1 | 8.8%
C=CCNC(=O)c1cnc2n(c1=O)CCS2 | -11.8% | 5.1% | 4.2% | -26.0% | -2.1 | -6.2% | -5.6 | 2.8%
CCc1noc(C)c1C(=O)N(Cc1ccccc1)c1c(N)n(CCOC)c(=O)[nH]c1=O | -1.0% | 4.4% | -7.9% | -6.4% | 0.0 | 3.3% | -2.9 | 16.9%
Cc1cc(C)c(NC(=O)CC(=O)c2ccccc2)c(Cl)c1 | -12.3% | 8.6% | 12.9% | 8.0% | -0.5 | 0.5% | -0.3 | -8.0%
CC(C(=O)N1CCCCC1)n1ncn2cccc2c1=O (stereo unspecified) | 0.5% | -1.7% | 1.2% | -0.7% | -0.1 | -7.5% | 6.2 | 18.4%
CCN(CC)S(=O)(=O)c1ccc(C(=O)NCC(c2cccs2)N2CCOCC2)cc1 (stereo unspecified) | -13.1% | -6.9% | -5.2% | -0.5% | 1.0 | 6.9% | . | -15.8%
Cn1c(SCC(=O)Nc2ccc3c(c2)CCC3)nnc1C1CC1 | 1.9% | 8.9% | 9.2% | . | -1.4 | 11.6% | 1.3 | -13.4%
O=C(CCS(=O)(=O)c1cccs1)Nc1ccc(C(=O)NCc2cccs2)cc1 | 0.1% | 6.7% | -15.1% | 15.4% | 2.8 | 7.2% | . | 4.5%
COC(=O)c1c(C(=O)OC)c2cccc3cc(-c4ccccc4)c4ccc1c4n32 | ? | -9.1% | -1.5% | 13.0% | 0.1 | 6.5% | -13.7 | 7.6%
Cn1c(SCC(=O)N/N=C/c2cc([N+](=O)[O-])ccc2O)nnc1-c1ccccc1 | -2.8% | -19.1% | -16.4% | 22.1% | 1.2 | -1.4% | -2.5 | -16.0%
CN1CCN(Cc2coc3c(Cl)cc(Cl)cc3c2=O)CC1 | -16.5% | -0.7% | 6.9% | -1.6% | -3.7 | -12.0% | -6.8 | -14.2%
COC(=O)/C=C(\C)N=Nc1c(O)[nH]c2ccccc12 | -10.0% | -12.7% | -5.3% | 14.4% | 5.6 | 15.9% | -11.0 | 17.5%
O=C(CCn1c(=O)oc2ccccc21)N1CCOCC1 | -1.1% | 3.1% | -0.6% | -4.4% | -2.6 | 3.2% | -0.3 | -1.6%
C=CCn1c(C)cc(C(=O)COc2ncnc3sccc23)c1C | -9.1% | -4.4% | -12.7% | ? | -2.7 | 6.6% | . | 4.4%
NC(=O)CSc1nnc(-c2ccc(S(=O)(=O)N3CCCC3)cc2)n1CC1CCCO1 (stereo unspecified) | 4.1% | 4.7% | 7.1% | 11.8% | 0.5 | 1.1% | . | 5.4%
Cc1c(CC(=O)O)c(=O)oc2c(C)c(OCc3ccc(F)cc3Cl)ccc12 | ? | -6.3% | -5.1% | -16.6% | -2.2 | 1.1% | -3.8 | 1.0%
Cc1ccc(NS(=O)(=O)c2c(F)cc(F)c(Cl)c2F)cc1S(=O)(=O)N1CCOCC1 | 1.8% | -5.5% | -18.0% | 41.4% | 1.3 | -1.8% | 0.4 | 15.3%
CS(=O)(=O)N1CCc2cc(C(=O)Nc3ccc(Cl)cc3)ccc21 | ? | -6.7% | 7.3% | -0.8% | -0.6 | -3.3% | 4.8 | -20.9%
COc1cccc(NC(=O)CN(C)C(=O)c2cccc(S(=O)(=O)N3CCN(c4ccc(F)cc4)CC3)c2)c1 | 4.1% | -13.0% | 0.8% | 23.6% | -6.1 | 0.8% | 7.1 | 1.4%
COc1ccc(C(=O)NN2CC(O)=C(c3nc4ccccc4n3C)C2=N)cc1OC | 3.3% | 13.7% | -16.9%[57.1 µM] | 12.5% | 2.2 | 11.6% | 1.2 | -3.4%
CC(=O)Oc1ccc(C(=O)[C@H]2[C@H]3C(=O)N(c4ccc(C)cc4C)C(=O)[C@H]3[C@@H]3C=CC=NN32)cc1 | -16.5% | 12.4% | -6.8% | ? | -1.8 | 6.5% | -27.5 | 6.0%
Cc1ccc(/C=N/NC(=O)c2nnn(-c3nonc3N)c2-c2ccc3c(c2)OCO3)s1 | -6.8% | 16.4% | -8.0% | 11.1% | -1.8 | 10.6% | -14.6 | 0.5%
Cc1ccc(-n2nc3cc(Cl)c(NC(=O)c4ccco4)cc3n2)cc1 | -3.0% | 7.4% | 8.4% | 39.0% | 2.1 | 2.0% | . | 0.8%

Hits appear at their usual frequency, and some 4.1% of all compounds hit somewhere here.
